# Screens: PubChem BioAssay, NCI
# NCI-60 one-dose screen, 48 h, at 10 µM unless noted. Numbers give growth in % (100 = growth as untreated, 0 = no growth, -100 = all killed).
# EKVX = EKVX NSCLC; actives 3% (n = 71,000)
# CCRF-CEM = CCRF-CEM leukemia | actives 7% (n = 77,000) | AID 1794778
# UACC-62 = UACC-62 melanoma | actives 5.4% (n = 81,000)
# M14 = M14 melanoma; actives 6.2% (n = 80,000)
# HOP-62 = HOP-62 NSCLC; actives 3.9% (n = 80,000); AID 1794735
# HOP-92 = HOP-92 NSCLC cells | actives 6.3% (n = 71,000)
# A549/ATCC = A549/ATCC NSCLC | actives 3.7% (n = 81,000) | AID 1794740
# RPMI-8226 = RPMI-8226 leukemia cells | actives 7.5% (n = 77,000) | AID 1794781
# * marks the source's active call; other numbers are inactive results; . = not tested or not shown; & = joins results of further samples; ! = repeats disagree; [ ] = remark or other dose. How the source made its calls: active means growth percent below 10; inactive means the rest.
SMILES,EKVX,CCRF-CEM,UACC-62,M14,HOP-62,HOP-92,A549/ATCC,RPMI-8226
COc1ccc(/C=C/C(=O)c2sc(N3N=C(c4ccc(N(C)C)cc4)CC3C)nc2C)cc1 (configuration not stated),101,106,97,103,100,103,100,109
CC(C)(C)OC(=O)NC(=O)OC(C)(C)C,.,101,112,109,96,.,95,107
C#CC(C)(C)OC(=O)Nc1ccccc1,119,93,101,100,99,85,98,104
CCNS(=O)(=O)c1ncnc2nc[nH]c12,104,91,95,119,105,99,119,92
COc1cccc(/C=C2\S/C(=N/c3nccs3)NC2=O)c1,60,28,51,61,45,58,38,39
CCOC(=O)c1nc(Nc2ccc(NC(=O)Nc3ccccc3)cc2)c2ccccc2n1,102,110,88,99,98,124,101,98
CCOC(=O)[C@@H]1CCCN(S(=O)(=O)c2ccc(S(=O)(=O)N(CC)CC)cn2)C1,61,68,60,93,54,93,100,48
CC[N+](CC)(CCCOc1ccc(OCCC[N+](CC)(CC)Cc2ccc([N+](=O)[O-])cc2)cc1)Cc1ccc([N+](=O)[O-])cc1,97,104,87,102,98,102,79,100
Cc1ccc(S(=O)(=O)NCCC(CC(C)c2cc3ccccc3s2)c2ccccc2)cc1 (configuration not stated),81,88,76,100,103,89,89,68
O=[N+]([O-])c1ccc2c(c1)C(=Nc1ccc(N=C3c4ccccc4-c4ccc([N+](=O)[O-])cc43)cc1)c1ccccc1-2,95,110,102,103,102,101,99,109
OCCCc1ccccc1Cl,103,97,98,112,109,90,114,102
CSc1nc(-c2ccco2)c2c(N)nn(S(=O)(=O)c3ccc(Cl)cc3)c2n1,96,91,73,104,84,80,89,89
CC(C)(C)c1ccc(C2=NN(c3ccc(S(N)(=O)=O)cc3)C(=O)CC2)cc1,48,62,59,76,81,85,56,45
Cc1ccccc1C1OC2=C(Nc3ccc([N+](=O)[O-])cc3N2)C1=O (configuration not stated),101,90,84,96,137,106,95,61
COc1ccc2[nH]cc(-c3nn4c(=O)cc(-c5ccccc5)nc4s3)c2c1,99,98,95,112,117,91,99,112
COc1cccc2c1O/C(=C\c1c([N+](=O)[O-])ncn1C)C2=O,.,-7.4*,109,103,105,.,100,-17*
NNC(=O)c1ccc(Nc2ncnc3c2cnn3-c2cccc(Br)c2)cc1,95,107,84,99,94,95,90,102
Cc1ccc(C(=O)/C=C\c2cccc(C)c2)cc1,107,74,89,94,102,76,84,.
N#Cc1ccc(N)cc1OCCCN1CCOCC1,101,107,89,93,101,91,103,103
CCOc1cc(C2C(Cl)C(=O)N2n2cnnc2)ccc1O (configuration not stated),109,94,96,95,74,92,91,103
N#C/C(C(=O)c1ccccc1)=C1/C(=O)Nc2ccc(F)cc21,94,116,93,104,85,115,105,104
CCOC(=O)c1ccc2c(c1)nc(/C=C/c1ccc(Cl)cc1)c(=O)n2-c1cc(C(C)(C)C)[nH]n1,.,79,56,90,66,92,72,76
CS(=O)(=O)NCCNc1cc(-c2ccc(C(F)(F)F)cc2)c(C#N)c2nc3ccccc3n12,77,88,102,87,64,15,97,34
COc1cc2c(c(OC)c1OC)C(=O)CC(c1cccc(NC(=O)c3cc(NC(=O)[C@@H](N)CO)ccc3C)c1)O2 (some centres not stated),108,102,109,119,108,114,102,108
COc1cc2nc(Cl)nc(Nc3cccc(C4=Nc5c(N)nc(N)nc5NC(c5cc(OC)c(OC)c(OC)c5)C4)c3)c2cc1OC (configuration not stated),104,57,94,95,89,.,96,74
COc1nc2ccc(C)cc2cc1Cc1cc(-c2ccccc2)n[nH]c1=O,81,85,79,101,91,74,87,75
Fc1ccc2[nH]cc(-c3nc(-c4c[nH]c5ncccc45)cs3)c2c1,37,19,48,46,48,24,31,32
COC(=O)c1ccc(Cl)c2c1C1C=CCC1C(c1cccc3ccccc13)N2 (configuration not stated),.,104,97,98,103,81,98,103
COc1cc(C=O)ccc1OC(C)=O,109,108,105,110,104,99,111,112
CCCCN1C(=O)c2cccc3c(-c4ccc5c(c4)ncn5C4CCCCC4)ccc(c23)C1=O,100,113,93,92,85,95,91,108
CC1(C)COC(c2cc3c(cc2Br)OCO3)OC1,107,103,93,102,111,103,101,105
COc1cccc(/C=N\NC(=S)N/N=C/c2cccc(OC)c2OC)c1OC,92&105,100&93,98&94,115&97,105,89&82,99,91&94
CCN(CC)CCOC(=O)c1ccc(NC(=O)OCCCOC(=O)Nc2ccc(C(=O)OCCN(CC)CC)cc2)cc1,91,98,102,110,110,87,95,100
Cc1ccc(C(=O)CCCCl)cc1C,.,.,99,103,98,89,.,92
CN(C)c1ccc(-c2ccc(-c3ccc(C(=N)N)c(F)c3)s2)cc1,-74*,-37*,-93*,98,-75*,-79*,-83*,-53*
NS(=O)(=O)c1ccc(Nc2ccnc(SCC(=O)c3ccc([N+](=O)[O-])cc3)n2)cc1,114,103,99,106,109,107,110,90
CCOC(=O)/C(C)=C\c1ccccc1,116,94,110,114,102,97,101,104
Cc1cc(N2CCN(CC(=O)Nc3ccc4c(ccn4C)c3)CC2)nc(N2CCCCC2)n1,103,106,89,98,84,86,97,98
Cc1cc(NC(=O)NC(=O)c2ccccc2N(C)C)ccc1Oc1ncc(Br)cn1,43&48,4.5*!,37&30,17&23,38,57,34&44,-9.7*!
CCN(CC)C(=O)c1ccc[n+](CCC(N)=O)c1,103,109,103,105,98,97,105,107

# Arranged by length of the SMILES (rising): 11 of the compounds above.
SMILES,EKVX,CCRF-CEM,UACC-62,M14,HOP-62,HOP-92,A549/ATCC,RPMI-8226
Cc1ccc(C(=O)CCCCl)cc1C,.,.,99,103,98,89,.,92
CCOC(=O)/C(C)=C\c1ccccc1,116,94,110,114,102,97,101,104
CC1(C)COC(c2cc3c(cc2Br)OCO3)OC1,107,103,93,102,111,103,101,105
CCN(CC)C(=O)c1ccc[n+](CCC(N)=O)c1,103,109,103,105,98,97,105,107
COc1cccc(/C=N\NC(=S)N/N=C/c2cccc(OC)c2OC)c1OC,92&105,100&93,98&94,115&97,105,89&82,99,91&94
Fc1ccc2[nH]cc(-c3nc(-c4c[nH]c5ncccc45)cs3)c2c1,37,19,48,46,48,24,31,32
COC(=O)c1ccc(Cl)c2c1C1C=CCC1C(c1cccc3ccccc13)N2 (configuration not stated),.,104,97,98,103,81,98,103
Cc1cc(NC(=O)NC(=O)c2ccccc2N(C)C)ccc1Oc1ncc(Br)cn1,43&48,4.5*!,37&30,17&23,38,57,34&44,-9.7*!
Cc1cc(N2CCN(CC(=O)Nc3ccc4c(ccn4C)c3)CC2)nc(N2CCCCC2)n1,103,106,89,98,84,86,97,98
CCCCN1C(=O)c2cccc3c(-c4ccc5c(c4)ncn5C4CCCCC4)ccc(c23)C1=O,100,113,93,92,85,95,91,108
CCN(CC)CCOC(=O)c1ccc(NC(=O)OCCCOC(=O)Nc2ccc(C(=O)OCCN(CC)CC)cc2)cc1,91,98,102,110,110,87,95,100

# Going on with the list.
SMILES,EKVX,CCRF-CEM,UACC-62,M14,HOP-62,HOP-92,A549/ATCC,RPMI-8226
C=C1CC[C@@H]2[C@](C)(COC(C)=O)[C@H](OC(C)=O)CC[C@@]2(C)[C@@H]1CC(Nc1ccc(S(=O)(=O)Nc2nccs2)cc1)C1=CCOC1=O (some centres not stated),73,-28*,21,8.1*,120,54,44,-13*
Cc1ccc(C)n1-c1ccccc1-n1c(C)ccc1C,93,124,88,112,112,92,101,148
O=C(Nc1ccc2ncnc(Nc3ccc(Oc4cccc(F)c4)c(Cl)c3)c2c1)c1ccc(CN2CCOCC2)cc1,30,2.9*,53,15,18,54,34,-16*
COC(=O)c1cc(N=C2NC(=O)/C(=C/c3ccc(C(C)C)cc3)S2)ccc1O,93,89,79,93,88,74,98,83
COc1cc(-n2nc(C(=O)NCc3ccc(C(=O)NO)cc3)nc2-c2ccccc2)cc(OC)c1OC,102,98,95,97,92,99,94,99
COC(=O)c1nnn(-c2cccc(Cl)c2)c1C(=O)c1ccc(Cl)c(Cl)c1,59,87,71,101,77,89,91,75
O=C(NN=C1CCCC1)c1ccc(NC(=O)c2ccccn2)cc1,91,97,54,56,96,94,95,102
CNC1=C(Cl)C(=O)c2ccccc2C1=O,104,107,91,93,93,122,99,88
Cc1cc(C)n(C2=NCCN2)n1,110,109,104,103,105,71,98,97
O=C(NCc1ccc(Cl)cc1Cl)C1CSC2c3ccccc3C(=O)N12 (configuration not stated),100,93,85,99,98,76,97,81
CC(C)C(=O)NNc1ccccc1,96,98,87,90,93,100,97,105
N#C/C(=C1/NC(=O)c2ccccc21)c1nc2ccccc2n1CCO,.,87,106,106,111,152,98,92
Cc1ccc(S(=O)(=O)NCCC2CC2[C@H](O)[C@@H](O)c2ccccc2)cc1 (some centres not stated),112,126,91,97,96,101,105,111
C=C(C)[C@@H]1CC[C@]2(C(N)=O)CC[C@]3(C)[C@H](CC[C@@H]4[C@@]5(C)C/C(=C/c6cccnc6)C(=O)C(C)(C)[C@@H]5CC[C@]43C)[C@@H]12,21[100 µM],7.1*[100 µM],-1.0*[100 µM],16[100 µM],3.1*[100 µM],17[100 µM],14[100 µM],6.4*[100 µM]
O=C(Nc1ccc(-c2ccc3c(c2)NC(=O)/C3=C\c2ccc[nH]2)cc1)Nc1ccc(Cl)c(C(F)(F)F)c1,25,27,32,55,44,47,18,30
CCOc1ccc(-c2nc3ccccc3s2)cc1OCC,74,77,57,88,68,102,98,67
Cc1nn(-c2ccccc2)c(-n2ccnc2)c1/C=N/Nc1nc(-c2ccc(-c3ccccc3)cc2)cs1,65,76,79,76,52,37,54,.
O=C(CSc1nc2ccccc2c(=O)n1C1CCCCC1)Nc1ccc(S(=O)(=O)Nc2ccc(Cl)nn2)cc1,92,96,93,98,95,75,95,105
C#Cc1cc(C(=O)Nc2ccc(CN3CCN(C)CC3)c(C(F)(F)F)c2)ccc1C,92,75,40,-70*,88,59,71,59
CN(C)CC(CN(C)C)C(=O)C1CC1,99,95,95,101,92,100,100,101
O=C(O)c1ccc(-n2cc(/C=N/NCc3ccccc3)c(-c3cc4ccccc4oc3=O)n2)cc1,.,102,101,91,95,79,109,95
CN(C)S(=O)(=O)Oc1ccc(NC(=O)C23CC4CC(CC(C4)C2)C3)cc1,.,80,101,91,93,107,92,54
COC(=O)c1ccccc1C(=O)c1ccccc1,115,132,.,103,97,90,118,104
CCOC(=O)C1=C(C)N(CC(OC)OC)C2(O)C(Cl)=C(Cl)C(O)=C(C#N)C12C#N (configuration not stated),107,92,96,95,92,93,107,101
CC(C)(C)c1cc(C(=O)Nc2ccccc2C(=O)NCCCN=C(N)N)cc(C(C)(C)C)c1,106,70,81,96,97,91,81,101
CN(C)c1oc(C(=O)O)nc1C#N,108,102,101,108,107,127,96,106
N#Cc1cnn(-c2cc(=O)[nH]c3ccc(Cl)cc23)c1N,63,114,95,88,98,102,102,101
CCCCCCC(C)NCCOC(=O)c1ccc([N+](=O)[O-])cc1 (configuration not stated),91,88,100,89,82,70,94,87
NC(N)=NNC(=O)c1ccccc1,.,98,100,104,105,62,103,89
CN1CCN(c2nc(-c3cnc4ccccc4n3)cc3ccccc23)CC1,85,56,-7.1*,-80*,96,17,76,57

# Look-ups from the entries so far:
# `Fc1ccc2[nH]cc(-c3nc(-c4c[nH]c5ncccc45)cs3)c2c1` in RPMI-8226: 32
# `COc1cccc(/C=C2\S/C(=N/c3nccs3)NC2=O)c1` in RPMI-8226: 39

# Next section:
SMILES,EKVX,CCRF-CEM,UACC-62,M14,HOP-62,HOP-92,A549/ATCC,RPMI-8226
c1ccc(Cc2nnc3sc(C4COc5ccccc5O4)nn23)cc1 (configuration not stated),93,109,85,98,102,79,96,104
Cc1c(C(=O)NNC(=O)c2ccc(Cl)cc2)nnn1-c1ccc(Br)cc1,99,90,91,99,98,92,100,98
CC(=O)NC1CCCCC1,116,105,98,103,101,99,108,112
Cn1c(=O)c2c(ncn2Cc2ccc(O)c([N+](=O)[O-])c2)n(C)c1=O,104,108,103,106,107,105,103,108
Cc1cc(C)c2cc3c(nc2c1)Nn1c(nnc1-c1ccc[nH]c1=S)SC3,98,102,81,102,101,105,99,103
NC(N)=N/N=C/c1cccc(Cl)c1Cl,69,53,91,63,82,.,88,.
CCOC(=O)CNC=O,106,105,91,104,103,107,80,102
N#Cc1c(C(F)(F)F)cc(=O)[nH]c1O,102,105,95,100,100,98,103,104
O=C1CCN(c2cccc3ccccc23)C(=S)N1,100,81,93,98,101,87,108,94
COc1ccc2c(c1)CCNC21C(=O)Nc2c(Br)cc(Br)cc21 (configuration not stated),79,113,87,98,86,93,99,106
c1ccc(CN2CCc3c(sc4ncnc(Nc5ccccc5)c34)C2)cc1,82,93,77,107,94,.,97,94
Clc1cc(Cl)ncn1,95,107,103,103,98,106,91,104
O=C1C2=C(Nc3ccccc3SC2c2ccccc2)c2ccccc21 (configuration not stated),.,55,86,75,91,24,74,54
CN1CCN(c2ccc(/C=N/NC(=O)CSc3nc4ccccc4c(=O)n3-c3ccccc3)cc2)CC1,87,93,104,107,106,84,100,101
CCCCn1c(=O)c2c(nc3n2CCCN3CCc2ccc(O)c(O)c2)n(CCCC)c1=O,92,39,78,98,100,97,89,79
CCOc1ccc2nc3ccc(Cl)cc3nc2c1,75,-0.8*,79,-100*,.,74,95,72
COc1ccc2c(c1OC)CO[C@@H]2[C@H]1c2c(cc3c(c2OC)OCO3)CCN1S(=O)(=O)c1cn(C)cn1,46,21,28,3.5*,31,61,21,17
CCOc1ccc(NC(=O)CSc2oc(-c3ccccc3)nc2S(=O)(=O)c2ccc(C)cc2)cc1,75,85,66,71,54,46,41,71
COc1ccc(-c2c(C)c(C)cc3cc4c(cc23)OCO4)cc1,106,93,85,112,105,.,89,92
Cc1c(C(=O)O)nnn1-c1nccs1,93,93,96,.,84,82,79,93
COC(C(O)C=O)C(O)C(O)CO (configuration not stated),114,105,100,102,101,102,102,115

# This is a random part of the collection; overall some 12% were active at least once.
